FBW7 act: human FBW7 E3 ligase activation, primary screen | normalized activity (activation), % at 26.1 µM | Q969H0 | AlphaScreen FBW7–phospho-cyclin E peptide binding, activator screen | AID 1259310 | actives 0.13% (n = 650,000); in the data active = normalized activity above about 1.9%;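 also: purified mutant Fbw7 with reduced substrate affinity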
GPR151 activ: human GPR151 activation; PathHunter beta-arrestin GPR151 cells, luminescence; activation, % at 11.2 µM; actives 1% (n = 650,000); AID 1508602; in the data active = activation above about 4.9%;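 also: 0% = median of compound wells and 100% = cells with positive control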
Target sequence (Q8TDV0 whole entry, looked up): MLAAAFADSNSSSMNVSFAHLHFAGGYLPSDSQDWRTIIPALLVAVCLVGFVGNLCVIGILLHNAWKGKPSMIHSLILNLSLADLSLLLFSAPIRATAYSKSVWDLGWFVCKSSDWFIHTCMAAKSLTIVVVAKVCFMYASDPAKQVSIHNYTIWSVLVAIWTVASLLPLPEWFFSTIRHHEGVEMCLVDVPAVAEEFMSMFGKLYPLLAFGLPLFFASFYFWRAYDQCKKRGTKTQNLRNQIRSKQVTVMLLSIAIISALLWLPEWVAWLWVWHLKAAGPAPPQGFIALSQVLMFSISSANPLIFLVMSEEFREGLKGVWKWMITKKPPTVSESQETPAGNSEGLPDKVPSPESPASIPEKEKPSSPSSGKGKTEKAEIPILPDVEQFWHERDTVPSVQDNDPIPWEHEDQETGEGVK
TEAD-YAP inh: TEAD-YAP interaction inhibition; HEK-TIYL cells, TEAD-Gal4/YAP UAS-luciferase luminescence; inhibition, % at 9.12 µM; actives 1.4% (n = 640,000); in the data active = inhibition above about 32%;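 also: 0% = median of test compound wells and 100% = reference inhibitor wells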
MITF inh: blocks human microphthalmia-associated transcription factor; AlphaScreen MITF homodimerization, bead proximity signal; inhibition, % at 2.6 µM; O75030; actives 0.91% (n = 650,000); AID 1259374; in the data active = inhibition above about 50%;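 also: 0% = vehicle wells with protein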
Target sequence (O75030 whole entry, looked up): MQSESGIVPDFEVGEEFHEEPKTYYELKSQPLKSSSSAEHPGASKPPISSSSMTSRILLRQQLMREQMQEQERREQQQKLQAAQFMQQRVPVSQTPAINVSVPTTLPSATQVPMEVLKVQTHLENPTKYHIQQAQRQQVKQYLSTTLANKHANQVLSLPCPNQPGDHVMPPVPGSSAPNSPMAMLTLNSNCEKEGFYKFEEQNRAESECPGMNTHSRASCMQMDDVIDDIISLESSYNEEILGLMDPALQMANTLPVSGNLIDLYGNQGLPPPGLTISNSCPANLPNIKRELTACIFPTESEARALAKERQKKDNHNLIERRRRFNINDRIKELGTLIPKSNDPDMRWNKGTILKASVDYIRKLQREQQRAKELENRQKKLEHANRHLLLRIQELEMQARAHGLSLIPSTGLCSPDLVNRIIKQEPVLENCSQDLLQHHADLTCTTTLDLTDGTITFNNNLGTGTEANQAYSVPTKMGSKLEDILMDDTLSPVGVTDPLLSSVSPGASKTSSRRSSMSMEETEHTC
An asterisk follows results filed as active; . = not tested or not shown.

Screens in order: FBW7 act	GPR151 activ	TEAD-YAP inh	MITF inh
> O=S(=O)(c1ccc(NC(=S)N/N=C/c2ccc[nH]2)cc1)N1CCOCC1
 : -0.1	-0.9	-3	6
> Cc1ccc2c(c1)c1c3n2CCN(Cc2ccccc2)C3CCC1 (configuration not stated)
 : 0.2	1.8	13	4
> CCOC(=O)c1sc(NC(=S)NC2CC2)c(C(=O)OCC)c1C
 : 0.0	-0.6	7	11
> CC1CCCCN1c1cc(N2CCN(C(=O)c3ccco3)CC2)c([N+](=O)[O-])cc1F (configuration not stated)
 : -0.4	2.3	4	7
> CCOC(=O)C1=C(CS(=O)(=O)c2ccc(F)cc2)NC(=O)NC1c1ccccc1 (configuration not stated)
 : -0.1	-0.3	7	12
> CN1C(=O)C(O)(CC(=O)c2ccc(C(C)(C)C)cc2)c2ccccc21 (configuration not stated)
 : 0.1	-0.1	-3	1
> CCOC(=O)C(NC(=O)N(C1=NCC(C)S1)C(C)C)(OC)C(F)(F)F (configuration not stated)
 : 0.0	1.8	6	8
> CC1CC(=O)Nc2cc([N+](=O)[O-])ccc2N1 (configuration not stated)
 : 0.0	2.4	7	9
> Clc1ccc(CSc2nn3cnnc3s2)cc1
 : 0.1	-0.6	53*	16
> Cc1ccc(Nc2cc(C)nc3nc(C)nn23)cc1
 : 0.4	0.3	-1	7
> CC(C)SC1=NSC2=NC(=O)/C(=C\c3ccc([N+](=O)[O-])o3)C(=N)N21
 : 0.2	-0.5	-3	72*
> CCC(CO)NC(=O)c1cc2cc([N+](=O)[O-])ccc2oc1=O (configuration not stated)
 : 0.1	0.7	4	6
> COc1cc(C(=O)Nn2c(-c3cccc(Cl)c3)nc3ccccc3c2=O)cc(OC)c1OC
 : -0.1	1.3	11	1
> COc1ccc(Br)cc1CN1CCN(C(=O)c2ccco2)CC1
 : 0.1	-1.1	-3	46
> CCOc1ccc(C2c3[nH]c4ccccc4c3CCN2C(=O)CCn2ccnc2C)cc1 (configuration not stated)
 : -0.2	-1.1	5	17
> COc1ccc(S(=O)(=O)N2CCN(c3ccc(N4CCOCC4)nn3)CC2)c(C)c1C
 : -0.1	0.4	18	4
> O=C(NCCOc1nc(N2CCOCC2)nc(N2CCOCC2)n1)Nc1ccccc1
 : 0.2	1.2	6	8
> Cn1cc(-c2cccc3cnc(Nc4ccc(-n5cnc(N6CCOCC6)n5)cc4)nc23)cn1
 : 0.4	0.4	2	1
> COC(=O)c1ccc(C2Sc3ccccc3NC3=C2C(=O)c2ccccc23)cc1 (configuration not stated)
 : -0.2	1.8	-6	-5
> CS(=O)(=O)N(CC(=O)Nc1ccccc1C(F)(F)F)c1cccc(Cl)c1Cl
 : -0.1	-0.6	8	2
> COC(=O)c1cnc(N2CC(C)CC(C)C2)c2ccccc12 (configuration not stated)
 : -0.1	1.2	-7	-12
> FC(F)(F)c1ccc(Cn2cnc3c(Nc4ccccc4)nc(-c4ccccc4)nc32)cc1
 : -0.1	0.7	5	14
> O=[N+]([O-])c1ccc(CO/N=C/c2ccccc2OC(F)F)cc1
 : 0.1	2.5	-12	0
> O=C1C(=O)N(CCCn2ccnc2)C(c2cccnc2)/C1=C(/O)c1ccc(F)cc1 (configuration not stated)
 : 0.1	1.7	-3	-1
> CCOc1ccc(CNc2ccc3c(c2)ncn3CC)cc1
 : -0.1	-0.9	-13	2
> CCc1ccc(NC(=O)CCNS(=O)(=O)c2ccc3[nH]c(=O)ccc3c2)cc1
 : 0.7	-1.3	6	0
> Cc1ccc(/C=C/C(=O)NCCC2=CCCCC2)o1
 : -0.3	3.0	-33	6
> CCCC(=O)Nc1ccc(NC(=O)c2cccc([N+](=O)[O-])c2C)cc1
 : 0.1	0.5	8	-1
> CCOC(=O)c1c(C)n(CCc2ccccc2)c2ccc(OC)cc12
 : 0.0	0.1	5	8
> Cc1ccc(OCC(=O)Nc2ccccc2C(N)=O)c(C(C)(C)C)c1
 : 0.0	0.6	-4	16

Entries from the list above that have a nitro group on carbon:
Screens in order: FBW7 act	GPR151 activ	TEAD-YAP inh	MITF inh
> CC1CCCCN1c1cc(N2CCN(C(=O)c3ccco3)CC2)c([N+](=O)[O-])cc1F (configuration not stated)
 : -0.4	2.3	4	7
> CC1CC(=O)Nc2cc([N+](=O)[O-])ccc2N1 (configuration not stated)
 : 0.0	2.4	7	9
> CC(C)SC1=NSC2=NC(=O)/C(=C\c3ccc([N+](=O)[O-])o3)C(=N)N21
 : 0.2	-0.5	-3	72*
> CCC(CO)NC(=O)c1cc2cc([N+](=O)[O-])ccc2oc1=O (configuration not stated)
 : 0.1	0.7	4	6
> O=[N+]([O-])c1ccc(CO/N=C/c2ccccc2OC(F)F)cc1
 : 0.1	2.5	-12	0
> CCCC(=O)Nc1ccc(NC(=O)c2cccc([N+](=O)[O-])c2C)cc1
 : 0.1	0.5	8	-1

Next section.
Screens in order: FBW7 act	GPR151 activ	TEAD-YAP inh	MITF inh
> CCOC(=O)c1cc(-c2cccs2)no1
 : 0.0	2.1	6	8
> NC(=O)c1ccc(Oc2ccc3c(c2)CCC3)c([N+](=O)[O-])c1
 : 0.1	-0.5	3	4
> COc1ccc(-c2cc(C(=O)OC(C)C)c3cc(C)ccc3n2)cc1
 : 0.0	1.1	-7	-10
> CSc1cc(C)c2c(c1)COC1(CCN(C(=O)CCC(=O)O)CC1)O2
 : 0.2	4.2	-2	0
> O=c1[nH]c2cc(Cl)c(Br)nc2[nH]1
 : 0.1	0.4	-10	14
> COc1ccc(C2Nc3ccccc3C(=O)N2Cc2ccco2)cc1COc1ccccc1F (configuration not stated)
 : -0.4	-0.9	-11	5
> Cc1cc(Oc2nonc2N)cc(Oc2nonc2N)c1
 : 0.0	2.3	-11	4
> N#Cc1ccc(S(=O)(=O)NCCc2ccc(S(N)(=O)=O)cc2)cc1
 : 0.1	-0.2	4	7
> COc1cc(-c2csc(/C(C#N)=C/Nc3cccc(F)c3)n2)ccc1O
 : 0.6	-1.7	5	8
> CC1CCc2nn(CC(=O)NC3CCCCCC3)cc2C1 (configuration not stated)
 : 0.1	0.3	-9	0
> O=C(Cn1c(C(F)(F)F)nc2ccccc21)Nc1ccccc1[N+](=O)[O-]
 : 0.1	1.7	2	4
> Nc1ccc(C(=O)/C=C/c2ccccc2)cc1
 : -0.2	0.9	-69	37
> COc1cccc(C(=O)N2CCN(c3ccc(F)cc3)CC2)c1OC
 : -0.1	-0.6	-3	5
> O=[N+]([O-])c1cnc(Nc2cccc(Cl)c2)nc1Nc1cccc(Cl)c1
 : -0.1	-0.2	7	3
> Cc1ccccc1CN1CCN(CC2CC=CCC2)CC1 (configuration not stated)
 : 0.0	-1.8	-9	68*
> Cc1cccc(N=c2oc3ccccc3cc2-c2nc3ccccc3[nH]2)c1
 : -0.1	-11	47*	-8
> COc1ccc(/C=N/Nc2nonc2N)cc1
 : 0.4	-0.1	-38	11
> Cc1ccc2c(c1)c1nc3ccccc3nc1n2CC(N)=O
 : -0.6	0.4	-31	-13
> Cc1noc(C)c1S(=O)(=O)Nc1ccc2c(c1)OCO2
 : -0.2	1.0	-2	-5
> c1cncc(-c2cnn3ccc(NCc4ccc5c(c4)OCO5)nc23)c1
 : 0.0	-0.1	-2	7
> COCCNC(=O)c1nn2c(c1Cl)NC(c1ccccc1)CC2C(F)(F)F (configuration not stated)
 : -0.1	1.5	5	4
> NC1=NC(=O)/C(=C\c2ccc(-c3ccc(Cl)cc3)o2)S1
 : -0.1	0.6	-27	-9
> COc1ccc(OC)c(C2C(C(C)=O)=C(O)C(=O)N2CO)c1 (configuration not stated)
 : -0.3	0.6	3	2
> CCN1C(=S)NC2c3cc(C)ccc3OC13CCCC23 (configuration not stated)
 : -0.1	-1.1	1	-3
> CCC(=O)Oc1ccc(NC(=O)COc2ccc(OC)cc2)cc1
 : 0.1	-0.9	-4	20
> COCCSc1nnc(NC(=O)C2c3ccccc3Oc3ccccc32)s1
 : 0.4	-1.1	3	16
> CCC1(C(=O)c2ccc(Cl)cc2)C2C(C)(C)OC(=O)C21C(=O)OC (configuration not stated)
 : -0.2	-0.6	-1	-13
> COC(=O)c1c(NC(=S)NC(=O)c2ccc(Cl)cc2Cl)sc2c1CCCC2
 : -0.1	1.0	4	-5
> Cc1ccc(C)c(Oc2coc3cc(O)ccc3c2=O)c1
 : 0.0	-0.1	-5	12
> O=C1CCCC=C1C(O)CCOCc1ccccc1 (configuration not stated)
 : -0.1	1.1	.	2

Entries of single compounds from above. Order of values: FBW7 act	GPR151 activ	TEAD-YAP inh	MITF inh
O=[N+]([O-])c1ccc(CO/N=C/c2ccccc2OC(F)F)cc1 is entered as 0.1	2.5	-12	0
CC1CCCCN1c1cc(N2CCN(C(=O)c3ccco3)CC2)c([N+](=O)[O-])cc1F (configuration not stated) is entered as -0.4	2.3	4	7
COC(=O)c1c(NC(=S)NC(=O)c2ccc(Cl)cc2Cl)sc2c1CCCC2 is entered as -0.1	1.0	4	-5
CCOC(=O)c1cc(-c2cccs2)no1 is entered as 0.0	2.1	6	8

The listing continues.
Screens in order: FBW7 act	GPR151 activ	TEAD-YAP inh	MITF inh
> COc1ccc(N2C(=O)CSC2c2cc(Br)ccc2OC)cc1 (configuration not stated)
 : -0.2	1.8	-6	-8
> CC1C(=O)N(c2ccc(Cl)c(Cl)c2)C(=N)N1c1nc(N(C)C)nc(N(C)C)n1 (configuration not stated)
 : 0.0	0.8	6	-1
> COc1ccc(C2C(C#N)C(C#N)N3CCCN23)cc1 (configuration not stated)
 : -0.1	2.1	-2	9
> Cc1cccnc1NC(=S)NC(=O)/C=C/c1ccccc1
 : -0.3	0.6	-40	-1
> O=C(N/N=C/c1ccc(O)c(O)c1O)c1ccccc1-n1cccc1
 : -1.1	-0.7	9	56*
> Cc1cc(O)ccc1N1C(=O)c2ccc([N+](=O)[O-])cc2C1=O
 : 0.0	1.6	-3	-19
> O=C(NNC(=S)NCc1ccco1)c1cccc(S(=O)(=O)N2CCOCC2)c1
 : -0.1	-1.7	-1	8
> COc1cc(C(=O)Oc2ccc3c(=O)c(Oc4cc(C)ccc4C)coc3c2)cc(OC)c1OC
 : -0.1	-0.5	-9	-2
> Oc1oc(-c2ccccc2Br)nc1C=Nc1cc(Cl)ccc1Cl
 : 0.2	0.2	1	-5
> CCOC(=O)c1c(NC(=O)C(Cc2ccccc2)N2C(=O)c3ccccc3C2=O)sc(C(C)=O)c1C (configuration not stated)
 : -0.1	-1.2	10	0
> CCCC(=O)Nc1cccc(NC(=O)CSc2nnc(-c3ccncc3)n2CC)c1
 : 0.0	-0.4	-17	-4
> COCC(=O)Nc1sc(C)c(C)c1C(=O)OC
 : -0.2	-0.7	-1	6
> COc1cc([N+](=O)[O-])ccc1NC(=O)c1ccoc1C
 : -0.1	0.0	7	3
> O=C(OC1CS(=O)(=O)CC1Nc1ccc(Cl)cc1)c1ccc(Cl)cc1 (configuration not stated)
 : 0.2	0.4	12	5
> CC1=C(C(=O)OC(C)C)C(c2ccc(OCc3ccccc3)cc2)C2=C(CC(c3ccc(Cl)cc3)CC2=O)N1 (configuration not stated)
 : 0.6	-0.5	7	-21
> CCOC(=O)CN1CC23C=CC(O2)C(C(=O)Nc2ccccc2OC)C3C1=O (configuration not stated)
 : 0.0	0.7	-3	4
> Cc1cccc(C2C(C#N)=C(N)SC(N)=C2C#N)c1
 : -0.4	-0.1	5	-8
> CC1(C)OC(=O)C(=CNCC(=O)O)C(=O)O1
 : 0.2	1.5	3	7
> O=C(NNC(=S)NC(=O)c1ccco1)c1ccco1
 : -0.3	0.8	2	28
> O=C(Cc1ccccc1O)c1ccccc1
 : -0.1	-0.8	6	-11
> Cc1cc(NC(=O)/C(=C/c2cccc([N+](=O)[O-])c2)NC(=O)c2cccs2)ccc1Br
 : 0.1	0.9	2	-11
> CCCCCCCC(=O)Nc1ccc(C(=O)Nc2ccc(C(=O)Nc3ccc(Cl)cc3C)cc2)cc1
 : 0.2	-1.0	-34	0
> Cc1cccc(NC(=O)c2ccc([N+](=O)[O-])cc2C(=O)O)c1
 : -0.1	0.0	-8	1
> Cc1ccc(-c2ccc(NCCc3ccncc3)nc2)cc1
 : -0.4	0.9	-4	3
> O=C(Cn1cnc2ccccc21)Nc1ccc(-c2ccn[nH]2)cc1
 : -0.1	-0.5	11	10
> CCOC(=O)c1sc(NC(=O)CSc2nnc(CNC(=O)c3ccccc3OC)n2Cc2ccccc2)c(C(=O)OCC)c1C
 : -0.1	-0.2	0	-9
> COc1ccccc1CNC(=O)C1CCCN(S(=O)(=O)c2c(C)[nH]c(=O)[nH]c2=O)C1 (configuration not stated)
 : 0.4	0.1	4	18
> CCCCNC(=O)c1ccc2c(=O)n(Cc3ccc(Cl)cc3)c(=S)[nH]c2c1
 : 0.3	0.1	5	16
> O=C(Nc1nncs1)c1ncoc1-c1ccccc1C(F)(F)F
 : -0.4	-0.6	5	-1
> N#Cc1nc(-c2ccc(F)cc2)oc1N1CCOCC1
 : -0.1	0.2	-2	-4

(next part)
Screens in order: FBW7 act	GPR151 activ	TEAD-YAP inh	MITF inh
> O=c1c2ccccc2ncn1CCCOc1ccccc1
 : -0.2	-0.5	-33	-8
> CN(C)C(=O)c1nc2ccc(Cl)cn2c1CNCc1cnn(Cc2ccccc2)c1
 : 0.3	-0.3	1	10
> Cc1[nH]c2ccc(-c3nnc(SCc4ccccn4)o3)cc2c1C
 : 0.0	-0.6	6	8
> COc1ccc(CCNC(=O)c2ccnc(NCc3ccc4c(c3)OCO4)c2)cc1
 : 0.0	3.6	7	17
> Cc1cc(C)n2c(SCC(=O)NNC(=O)COc3ccc(Cl)cc3)nnc2n1
 : 0.3	-1.7	5	10
